Screening data as filed in PubChem.
HePTP inhibitor: inhibitors of human HePTP phosphatase; P35236; recombinant HePTP phosphatase activity, OD absorbance; inhibition, % at 20 µM; actives 0.64% (n = 110,000); AID 521; in the data active = inhibition above about 50%;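 note: plate controls were vehicle for no effect and reference inhibitor for full effect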
Target sequence (P35236 whole entry, looked up): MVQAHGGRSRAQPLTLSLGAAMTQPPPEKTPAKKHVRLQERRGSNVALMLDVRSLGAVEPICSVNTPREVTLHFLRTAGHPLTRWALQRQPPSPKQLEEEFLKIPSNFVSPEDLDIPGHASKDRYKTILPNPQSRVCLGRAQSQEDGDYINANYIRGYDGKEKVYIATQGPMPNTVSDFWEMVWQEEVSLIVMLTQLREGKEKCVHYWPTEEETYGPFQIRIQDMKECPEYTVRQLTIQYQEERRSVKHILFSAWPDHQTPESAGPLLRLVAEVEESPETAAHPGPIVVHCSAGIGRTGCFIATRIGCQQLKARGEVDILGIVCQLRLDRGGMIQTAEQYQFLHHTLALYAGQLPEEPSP
BAP1 block: human BAP1 deubiquitinase inhibition; activity remaining (% of control), % at 20 µM; actives 0.48% (n = 72,000); Q92560; recombinant BAP1, Ub-AMC hydrolysis fluorescence kinetic; active compounds read low;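 active = activity remaining at or below 50% of control, provided the compound also passes the data quality filters; inactive = the rest, including low values that fail the filters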;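 note: 100% = DMSO wells rate and 0% = substrate alone blank rate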
Target sequence (Q92560 whole entry, looked up): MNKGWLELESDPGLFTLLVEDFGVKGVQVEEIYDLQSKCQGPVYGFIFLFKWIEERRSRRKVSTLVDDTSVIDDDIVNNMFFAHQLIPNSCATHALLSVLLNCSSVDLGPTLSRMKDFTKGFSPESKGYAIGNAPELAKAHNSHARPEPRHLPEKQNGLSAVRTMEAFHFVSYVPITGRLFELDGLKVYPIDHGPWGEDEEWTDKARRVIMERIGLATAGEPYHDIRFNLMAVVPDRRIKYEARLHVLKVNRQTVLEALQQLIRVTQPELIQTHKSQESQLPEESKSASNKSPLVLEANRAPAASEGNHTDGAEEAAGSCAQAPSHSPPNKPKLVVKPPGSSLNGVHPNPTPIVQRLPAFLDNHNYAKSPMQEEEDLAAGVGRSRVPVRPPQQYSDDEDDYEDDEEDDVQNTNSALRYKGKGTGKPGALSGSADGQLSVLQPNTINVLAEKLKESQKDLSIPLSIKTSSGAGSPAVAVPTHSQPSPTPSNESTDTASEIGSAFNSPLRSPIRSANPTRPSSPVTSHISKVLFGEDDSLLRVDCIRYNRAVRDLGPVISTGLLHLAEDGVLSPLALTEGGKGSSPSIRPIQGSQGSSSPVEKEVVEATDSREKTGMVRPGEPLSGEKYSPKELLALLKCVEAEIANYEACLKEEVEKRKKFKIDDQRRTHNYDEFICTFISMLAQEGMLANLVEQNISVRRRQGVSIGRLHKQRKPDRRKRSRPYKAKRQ
Active calls of the source: *; . = no result given; & = joins results of further samples; ! = not active in a repeat.

SMILES	HePTP inhibitor	BAP1 block
CC(=O)Nc1cccc(/C(C)=N/N=C2/NC(=O)C(CC(=O)Nc3ccc(C)c(Cl)c3)S2)c1 (stereo unspecified)	16.2	.
O=C1CSC(=O)N1CC(O)COc1ccc(Cl)cc1 (stereo unspecified)	10.4	96.0
COc1ccc(CNC(=O)CSc2nc3ccccc3o2)cc1	.	57.2
c1ccc(CN2CCN(c3nc(-c4ccccc4)nc(-n4ccnc4)n3)CC2)cc1	-3.8	109.5
Cn1c(Cc2cccs2)nnc1SCc1nc2ccccc2[nH]1	-7.3	89.4
O=C(O)c1ccccc1C(=O)NCc1cccnc1	-8.5	96.8
O=C(Oc1ccc([N+](=O)[O-])cc1)c1cc(S(=O)(=O)N2CCCCC2)c(Cl)cc1Cl	-3.0	.
Cc1ccc(C(=O)Nc2ccc(S(=O)(=O)N3CCN(C)CC3)cc2)o1	3.7	.
CCCc1nc2sc3c(c2c(=O)n1N)CCC3	4.4	.
Cc1nn(Cc2ccccc2)c2c1C(c1ccncc1)C(C#N)=C(N)O2 (stereo unspecified)	-6.8	98.7
O=C(CS(=O)(=O)Cc1ccccc1)Nc1cccnc1	-3.5	73.6
CC(C)Oc1ccccc1NC(=O)c1ccc(F)c2ccccc12	-1.8	.
CCOc1ccccc1Nc1ncnc2ccccc12	1.8	92.4
O=C(COC(=O)C1COc2ccccc2O1)NC1CCS(=O)(=O)C1 (stereo unspecified)	-3.8	108.6
COc1ccc(NC(=O)c2ccco2)cc1	7.5	.
O=C(CCc1ccccc1)NCCCN1CCOCC1	1.3	83.0
COc1cnn(-c2ccccc2)c(=O)c1N(C)C	1.2	143.6
NS(=O)(=O)c1ccc(CNC(=O)c2ccc(Cl)cc2[N+](=O)[O-])cc1	-3.2	.
COC(=O)C(=C/C(C)=C/N1CCOCC1)C(=O)OC	8.4	.
c1ccc(C2CN3CCSC3=N2)cc1 (stereo unspecified)	.	103.1
O=C(Nc1cccc(O)c1)c1cccc(NC(=O)c2ccc(Cl)c(Cl)c2)c1	-7.0	.
C=CCn1c(SCn2nnc3ccccc3c2=O)nnc1-c1ccc(F)cc1	0.7	122.9
CC(=O)N1CCN(c2cc(N3CCC(C)CC3)c(F)cc2[N+](=O)[O-])CC1	0.2	.
O=C(c1c(Cl)cccc1Cl)N1CCN(c2ccc(F)cc2)CC1	3.6	.
CCC(c1nnnn1C(C)(C)CC)N(CCCO)Cc1cc2cccc(C)c2[nH]c1=O (stereo unspecified)	3.1	84.0
O=C1/C(=C/c2cn(-c3ccccc3)nc2-c2cccs2)SC(=S)N1C1CCS(=O)(=O)C1 (stereo unspecified)	-0.4	.
O=C(Nc1cccc(Cl)c1)c1cccc(NC(=O)c2ccco2)c1	-2.6	.
COc1cc2c(cc1OC)CN(C(=O)CSc1nnc(C)s1)CC2	-4.2	75.2
CCC1CCCCN1Cc1ccc(OC)c(OC)c1 (stereo unspecified)	-9.8	95.8
O=C(CSc1nncs1)NC(=O)NCc1ccccc1	1.0	155.4
CC1(C)Cc2ccccc2C2CC(O)C(=O)N21 (stereo unspecified)	6.0	112.3
CCOC(=O)C1=C(O)CSC1=Nc1cccc2ccccc12	-14.7	.
O=C(CSc1nc2ccccc2c(=O)n1CCCO)NCc1ccccc1	-1.1	108.6
CCOc1ccc(C2C(C(=O)c3ccco3)=C(O)C(=O)N2Cc2cccnc2)cc1OC (stereo unspecified)	-10.0	84.2
Cc1nc2n[nH]c(N)c2c2c1COC(C)(C)C2	2.1	148.6
Cc1ccc(S(=O)(=O)/N=C/c2ccc(Cl)cc2Cl)cc1	5.6	.
CCc1ccccc1NC(=O)c1ccc(F)c(S(=O)(=O)N2CCC(C(N)=O)CC2)c1	2.3	89.2
O=C(/C=N/O)NCCCN1CCCCCC1	0.9	.
O=C1Cc2ccccc2N1c1ccccc1	9.6	105.4
O=C(O)[C@@H]1C2CCCCC2=C2CCCCC2[C@@H]1C(=O)O (stereo partly specified)	-4.5	.
CCOC(=O)C1=C(C)NC(C)=C(C(=O)OC)C1c1cccc(Cl)c1Cl (stereo unspecified)	0.2	47.6*!
Cc1nc2ccccc2c2oc(C(=O)NC3CC3)cc12	0.5	87.7
CCOC(=O)c1oc2ccccc2c1NC(=O)CN1CCN(C)CC1	9.0	96.6
Cc1ccc(N(CC(=O)O)C2SC(=O)NC2=O)cc1 (stereo unspecified)	1.8	118.7
Cc1ccc(C(=O)COC(=O)c2ccc(F)cc2)cc1[N+](=O)[O-]	.	50.4
O=C(Nc1c(C(=O)N2CCOCC2)cnn1-c1ccccc1)c1cccs1	6.2	.
COc1ccc(N=Cc2cc(Cc3ccccc3)cc(Br)c2O)cc1OC	.	56.1
O=C(O)C1C2C=CC(C3CC23)C1C(=O)O (stereo unspecified)	-0.4	.
CN1C(=O)NC(=O)/C(=C/c2ccc(OCC(=O)O)cc2)C1=O	7.2	.
O=C(Nc1ccc(N2CCCCC2)cc1)c1cncc(Br)c1	-2.3	95.9
Cc1ccc(C(=O)Nc2ccc3oc(-c4ccc(F)cc4)nc3c2)cc1C	.	69.4
COC(=O)C1=CNC=C(C(=O)OC)C1c1cc(OC)c(Br)cc1OC	10.4	.
O=C(COc1ccc2c(c1)C(=O)CC1(CCCCC1)O2)NCc1ccccn1	13.3	.
Cc1ccc(OCc2nc(-c3ccc([N+](=O)[O-])cc3)no2)c(Br)c1	2.0	.
Cc1cc2n(n1)C(c1ccc(N(C)C)cc1)Nc1ccccc1-2 (stereo unspecified)	3.4	.
O=C1CC(CCC(=O)NC2CC2)c2ccccc2N1 (stereo unspecified)	9.4	104.4
COc1ccc(C(=O)N(c2ccccc2)c2ccc3ccccc3c2)cc1OC	.	106.2
COc1ccccc1CNC(=O)C(=O)Nc1cccc(Cl)c1	6.9	.
COC(=O)c1ccccc1NC(=O)CN(c1cccc(Br)c1)S(=O)(=O)c1ccccc1	9.5	.
Cc1cccc(C)c1NC(=O)N1CC=C(n2c(=O)[nH]c3ccccc32)CC1	-4.6	82.6

Two compounds drawn at random from the list so far:
SMILES	HePTP inhibitor	BAP1 block
O=C1CC(CCC(=O)NC2CC2)c2ccccc2N1 (stereo unspecified)	9.4	104.4
O=C(Nc1ccc(N2CCCCC2)cc1)c1cncc(Br)c1	-2.3	95.9

Further results.
SMILES	HePTP inhibitor	BAP1 block
Cc1ccccc1OCc1nnc(SCC(=O)NCc2ccccc2)n1C	4.4	118.0
COc1ccc(CCNc2oc(-c3ccco3)nc2C#N)cc1	12.1	104.0
COc1ccccc1CCNC(=O)c1ccoc1C	6.0	108.1
CC1=C(C(=O)Nc2ccc(F)cc2)C(c2ccc(C)o2)C2=C(CC(C)(C)CC2=O)N1 (stereo unspecified)	-12.2	107.0
CC1CCCCN1C(=O)c1cc(-c2ccccc2)nc2ccccc12 (stereo unspecified)	4.6	.
CC(=O)N1CCN(c2ccc(N=Cc3c(O)n(Cc4ccccc4)c(=O)[nH]c3=O)cc2)CC1	8.4	134.5
Cc1[nH]n(-c2ccccc2)c(=O)c1/C=C1\C=c2ccccc2=N1	-9.3	.
COc1ccc(C2CCN(Cc3cccnc3)CC2O)cc1 (stereo unspecified)	-3.9	101.5
CN(C)/C=C/C=C/C(=O)c1ccc(/C=C/C=C/N(C)C)o1	103.2*	.
O=C(COC(=O)CCC(=O)c1ccc2c(c1)OCCO2)NCc1ccc2c(c1)OCO2	-3.3	94.0
Nc1nnnn1NCc1cccc(OCc2ccccc2)c1	3.5	99.0
Cc1ccccc1N(CC(=O)NCc1ccncc1)S(C)(=O)=O	14.7	107.7
FC(F)(F)c1cc(-c2ccccc2)nc(-n2cncn2)n1	2.7	102.0
O=C(O)c1cc2ccccc2n1-c1ccccc1	10.1	98.1&157.0
COC(=O)C1CCN(C(=O)COC(=O)c2n[nH]c3ccccc23)CC1	9.0	114.2
CCN(CC)CCN(Cc1cc2cc(C)ccc2[nH]c1=O)C(=O)Nc1ccccc1OC	11.6	95.2
Cc1nc2cc(N=Cc3cc([N+](=O)[O-])ccc3O)ccc2n1Cc1ccccc1	.	98.0
N#C/C(C(N)=O)=c1/ccc2c(c1)N1C3=C(CCCC3)CC3CCCCC31N=2 (stereo unspecified)	-0.3	111.4
O=C(CCCOc1ccccc1)Nc1cc(C(F)(F)F)ccc1Cl	10.0	.
Cc1ccc(-c2cc(-c3ccc(C)cc3O)[nH]n2)cc1	-16.0	.
O=C(CN1C(=O)c2ccccc2C1=O)N1CCN(c2ccccn2)CC1	5.9	113.2
CNS(=O)(=O)c1cc(OCC(N)=O)c(C)cc1Cl	-11.6	75.6
CCCCOc1ccc(C)cc1CN(CCO)CCO	2.6	67.6
C=CCn1c(SCC(=O)Nc2ccccc2CC)nnc1-c1ccncc1	7.6	100.8
CCOC(=O)C1CCN(Cc2ccc(F)c(Br)c2)CC1	12.7	92.6
O=C(c1ccc(-n2cnnn2)cc1)N1CCN(C(c2ccccc2)c2ccccc2)CC1	9.5	91.8
Cc1cc(C)n2nc(S(=O)(=O)N(C)c3ccccc3)nc2n1	9.3	102.8
COc1ccc(CNC(=O)c2cc(-c3ccccc3O)n[nH]2)cc1	3.9	89.6
O=C(CN(c1ccccc1)S(=O)(=O)c1ccccc1[N+](=O)[O-])Nc1ccc(Cl)cc1	-11.3	.
Cc1cc(=O)oc2cc(OCC(O)CN3CCc4ccccc4C3)ccc12 (stereo unspecified)	7.7	.

Next section (four carried over from the part before).
SMILES	HePTP inhibitor	BAP1 block
Cc1cc(C)n2nc(S(=O)(=O)N(C)c3ccccc3)nc2n1	9.3	102.8
COc1ccc(CNC(=O)c2cc(-c3ccccc3O)n[nH]2)cc1	3.9	89.6
O=C(CN(c1ccccc1)S(=O)(=O)c1ccccc1[N+](=O)[O-])Nc1ccc(Cl)cc1	-11.3	.
Cc1cc(=O)oc2cc(OCC(O)CN3CCc4ccccc4C3)ccc12 (stereo unspecified)	7.7	.
O=C(COc1ccccc1)N1N=C(c2ccccc2)CC1(O)C(F)(F)F (stereo unspecified)	3.3	.
CN(C)CCCNCCCNC(=O)c1ccco1	2.5	93.3
O=C(CCc1ccccc1)N1N=C(c2cccnc2)CC1(O)C(F)(F)F (stereo unspecified)	4.4	.
Cn1c(=O)[nH]c(=O)c2c1nc(CN1CCN(c3cccc(Cl)c3)CC1)n2Cc1ccccc1Cl	1.7	69.6
CCCn1nc(C(=O)Nc2cc(C(=O)OC)ccc2C)c2ccccc2c1=O	-3.1	73.7
Cc1noc(N)c1C(=O)Nc1ccc(F)cc1	-0.4	106.1
O=C(c1ccc(Cl)s1)N1CCN(c2nc3ccccc3s2)CC1	12.4	86.1
Cc1cc(N2CCCC2)nc(-c2ccccc2O)n1	7.8	96.0
CCOc1ccccc1NC(=O)C(=O)NCc1ccc(Cl)cc1	-12.9	.
COc1ccc(CCNC(=O)C(=O)Nc2cc(Cl)ccc2C)cc1OC	-6.1	.
COc1ccccc1N(CC(=O)NC1CCCCC1)C(=O)CCC(=O)Nc1ccccn1	12.3	85.5
Cc1ccc(NC(=O)c2c(O)c3ccccc3n(C)c2=O)nc1	-2.1	.
COc1ccc(N2CCN(S(=O)(=O)c3cccs3)CC2)cc1	3.4	101.5
O=[N+]([O-])c1ccc(N2CCN(S(=O)(=O)c3ccccc3)CC2)cc1NCc1ccc(Cl)cc1	.	145.7
C/C(CCc1ccc2c(c1)OCO2)=N\N=C1/NC(=O)CC(C(=O)N2CCN(c3ccc([N+](=O)[O-])cc3)CC2)S1 (stereo unspecified)	0.7	.

Sorted by length of the SMILES (largest number first): part of the list above.
SMILES	HePTP inhibitor	BAP1 block
Cn1c(=O)[nH]c(=O)c2c1nc(CN1CCN(c3cccc(Cl)c3)CC1)n2Cc1ccccc1Cl	1.7	69.6
O=C(COc1ccccc1)N1N=C(c2ccccc2)CC1(O)C(F)(F)F (stereo unspecified)	3.3	.
COc1ccc(CCNC(=O)C(=O)Nc2cc(Cl)ccc2C)cc1OC	-6.1	.

(next part)
SMILES	HePTP inhibitor	BAP1 block
CCNCc1cc2cc(C)ccc2[nH]c1=O	-2.5	133.9
Cc1cc([N+](=O)[O-])ccc1-c1ccc(C(=O)Nc2ccc(O)c(-c3nc4ccccc4o3)c2)o1	0.9	.
Fc1ccc(Cn2nnnc2CN2CCN(C3CCCC3)CC2)cc1	3.4	100.8
CCOC(=O)C(NC(=O)c1ccccc1)=C1CCCCC1	-5.5&7.0	94.4
CCCc1cc(C(=O)Nc2sc(C)c(CC)c2C#N)no1	-3.7	80.7
Cc1ccc(S(=O)(=O)Nn2c(C)nnc2-n2nc(C)cc2C)cc1	2.2	99.1
CCCc1cc(=O)n2[nH]c(-c3ccc(C)cc3)c(C)c2n1	8.5	.
COC(=O)CN(c1ccc(OC)cc1)S(=O)(=O)c1ccc(C)cc1	10.0	.
COc1cc(OC)cc(C(=O)Nc2ccc(C)cc2Br)c1	3.3	.
CCOC(=O)c1c(C)n(C)c2ccc(O)c(CN(CC)CC)c12	-0.2	.
Cc1cc2cc(CNC(=O)C3CC3)ccc2n1C	-4.5	136.8
S=c1nc(-c2ccccc2)[nH]n1-c1ccccc1	-6.6	120.7
O=C(COC(=O)C1c2ccccc2Oc2ccccc21)NC1CCS(=O)(=O)C1 (stereo unspecified)	3.2	98.9
COc1ccc(N(C(=O)Nc2ccc(Cl)cc2)C2=NCCC2)cc1	4.9	75.3
CCOC(=O)c1c(NC(=O)c2ccco2)sc(C(=O)Nc2ccc(OC)cc2OC)c1C	-9.7	.
Cn1c(=O)[nH]c(=O)c2c1nc(Br)n2CCSc1ncccn1	4.5	168.9
COc1ccc(C2CC(=O)C3=C(C2)Nc2ccccc2NC3c2ccc(C)s2)cc1 (stereo unspecified)	.	82.4
CCCCNC(=O)CCCn1c(=O)[nH]c2ccc(Br)cc2c1=O	-8.1	.
COc1cccc(NC(=O)C2CCCN(S(=O)(=O)c3cccc4cccnc34)C2)c1 (stereo unspecified)	9.6	94.6

With a hit mark in HePTP inhibitor, of those listed so far:
SMILES	HePTP inhibitor	BAP1 block
CN(C)/C=C/C=C/C(=O)c1ccc(/C=C/C=C/N(C)C)o1	103.2*	.
